# BRCT PPI green – blocks human BRCA1 BRCT binding to phosphopeptide, green readout | 75,000 tested, 0.05% active | BRCA1 BRCT-phosphopeptide binding, green fluorescence polarization | Potency, µM (series often up to 76.9 µM), without a hit: at the top dose activity change, negative = inhibition, hits mostly inhibitors;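 note: potency is the fitted concentration of half-maximal effect; plate controls were peptide without protein for full effect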
#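 Fluorescence polarization: His-tagged BRCT (~35 kDa BRCA1 C-terminus, 250 nM) bound to 100 nM fluorescein-labeled phosphorylated 10-aa BACH1 peptide, pH 7.3 phosphate buffer with DTT and Tween 20. Compounds incubated 12 min at room temperature; inhibition read as lowered polarization.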
# A350 autofl – A350 region autofluorescence; Compound autofluorescence, 340/450 nm, Alexa 350 dye-equivalents; hits give high values; max dye-equivalent concentration, M; 59,000 tested, 11% active; AID 590; in the data active = max dye-equivalent concentration above about 10 nM; inconclusive = mostly about 1.1 nM to 9.6 nM
# HEK293 cAMP ctrl – counter-screen for TSHR agonists: cAMP increase in parental HEK293; 73,000 tested, 2.5% active; parental HEK293 CNG cAMP sensor, membrane potential fluorescence; AID 938; Potency, µM (highest dose often 57.1 µM), inactives show at the highest dose activation, actives largely listed as activators; note: potency is the fitted concentration of half-maximal effect; % of control where 0% means no effect; nearly all actives have a fitted effect of over 55% in size
#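 Counterscreen for endogenous-receptor signalling: CNG-channel HEK 293 cells report cAMP rise by membrane depolarization. After 60 min dye equilibration with 100 uM RO 20-1724, compounds incubated 30 min before bottom-read fluorescence at 590 nm.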
# Fluorescein autfl – compound fluoresces in the fluorescein spectral region. AID 593. Compound autofluorescence, 480/540 nm, fluorescein-equivalent; hits give high values. max fluorescein-equivalent concentration, M. 59,000 tested, 0.91% active; in the data active = max fluorescein-equivalent concentration above about 10 nM; inconclusive = between about 1.1 nM and that limit
#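 Read-out is intrinsic compound fluorescence at 480/540 nm (excitation/emission), expressed as dye-equivalent concentration using a fluorescein standard series run on every plate. Compounds sat 15 min at room temperature in 100 mM Tris, pH 8.0.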
# Epigenetic mod – derepresses silenced GFP locus in mouse C127i cells | mouse C127i GFP locus derepression, cytometry, 30 h | Potency, µM (series often up to 46.1 µM), inactives show at the highest dose GFP derepression (activation) | 68,000 tested, 0.09% active; note: % of control where 0% means no effect
#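 Read-out is the number of GFP-positive cells, scored as fluorescent objects 20 to 120 um wide, reflecting derepression of a silenced CMV-GFP reporter in murine C127i cells after 30 h compound exposure at 37 C.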
# Caspase-7 inhib – blocks human caspase-7 allosterically or competitively; recombinant caspase-7, Ac-DEVD-AFC fluorescence rate; 75,000 tested, 0.02% active; P55210; Potency, µM (doses to about 57.5 µM), for the others: at the highest dose activity change, negative = inhibition, hits mostly inhibitors; active = well fitted inhibition curve with a large enough effect in the main read-out, with a control signal flat, not every such curve was filed as active; inconclusive = small, poorly fitted or top-dose-only effect, or a change in a side signal; note: potency is the fitted concentration of half-maximal effect; % of control where 0% means no effect
# Target sequence (P55210 24-198 limits assumed): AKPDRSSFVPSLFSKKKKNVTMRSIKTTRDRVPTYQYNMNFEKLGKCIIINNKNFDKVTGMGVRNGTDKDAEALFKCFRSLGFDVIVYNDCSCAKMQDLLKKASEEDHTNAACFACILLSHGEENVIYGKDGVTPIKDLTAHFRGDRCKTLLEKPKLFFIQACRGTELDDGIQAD
# Target sequence (P55210 207-303 limits assumed): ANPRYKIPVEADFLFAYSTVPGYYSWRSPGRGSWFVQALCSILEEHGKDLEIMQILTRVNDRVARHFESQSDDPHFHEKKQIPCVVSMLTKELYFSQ
# UbGFP stabilizer – ubiquitin-GFP accumulation via proteasome inhibition; 67,000 tested, under 10 active; Potency, µM (top dose mostly 45.9 µM), for inactives: top-dose activation (GFP accumulation), most hits filed as activators; Ubiquitin-GFP reporter cells, proteasome inhibition, GFP fluorescence; response scale: untreated = 0%, 10 µM MG-132 = 100%; active = well fitted activation curve with a large enough effect, not every such curve was filed as active; inconclusive = small, poorly fitted or top-dose-only effect, or another doubt; inactive = no such curve, though single readings can be large or run the other way; note: potency is the fitted concentration of half-maximal effect
#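 U2OS cells stably expressing ubiquitin(G76V)-GFP, seeded overnight in 0.5% FBS medium, were exposed to compounds (qHTS, 46 uM to 2.9 nM) for 4 hr at 37 °C. GFP-positive cells were counted by laser cytometry (488 ex/515 em), normalized between basal and 10 uM MG-132.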
# Caspase-1 inhib – blocks human caspase-1 allosterically or competitively; Potency, µM (highest dose often 57.5 µM), for the others: top-dose activity change, negative = inhibition, usual class: inhibitors; Caspase-1 enzyme, Ac-WEHD-AFC fluorogenic rate; P29466; 75,000 tested, 0.03% active;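 note: potency is the fitted concentration of half-maximal effect; plate controls were vehicle for no effect and no substrate for full effect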
# BRCT PPI red – disrupts BRCA1 BRCT binding to phosphoprotein, red fluorophore readout. P38398. BRCT-phosphopeptide binding, red fluorescence polarization. Potency, µM (series often up to 76.9 µM), for inactives: at the highest dose activity change, negative = inhibition, usual class: inhibitors. 75,000 tested, 0.03% active. AID 892; note: % is set by controls: 0 for no effect and ±100 for the full control effect
#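 Fluorescence polarization: 100 nM His-tagged BRCA1 BRCT with 100 nM TAMRA-labelled phospho-BACH1 decapeptide, phosphate buffer pH 7.3 with 150 mM NaCl, DTT, 0.01% Tween 20; 12 min RT. Binding inhibition seen as FP decrease.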
# USP2a inh – USP2a (human) protease inhibition | O75604 | USP2a enzymatic assay, qHTS inhibition | Potency, µM (doses to about 38.3 µM), for the others: at the highest dose activity change, negative = inhibition, actives largely listed as inhibitors | 60,000 tested, 0.1% active;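 note: potency is the fitted concentration of half-maximal effect; nearly all actives have a fitted effect of over 60% in size; plate controls were DMSO for no effect and NEM full inhibition control for full effect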
# Target sequence (O75604 whole entry, looked up): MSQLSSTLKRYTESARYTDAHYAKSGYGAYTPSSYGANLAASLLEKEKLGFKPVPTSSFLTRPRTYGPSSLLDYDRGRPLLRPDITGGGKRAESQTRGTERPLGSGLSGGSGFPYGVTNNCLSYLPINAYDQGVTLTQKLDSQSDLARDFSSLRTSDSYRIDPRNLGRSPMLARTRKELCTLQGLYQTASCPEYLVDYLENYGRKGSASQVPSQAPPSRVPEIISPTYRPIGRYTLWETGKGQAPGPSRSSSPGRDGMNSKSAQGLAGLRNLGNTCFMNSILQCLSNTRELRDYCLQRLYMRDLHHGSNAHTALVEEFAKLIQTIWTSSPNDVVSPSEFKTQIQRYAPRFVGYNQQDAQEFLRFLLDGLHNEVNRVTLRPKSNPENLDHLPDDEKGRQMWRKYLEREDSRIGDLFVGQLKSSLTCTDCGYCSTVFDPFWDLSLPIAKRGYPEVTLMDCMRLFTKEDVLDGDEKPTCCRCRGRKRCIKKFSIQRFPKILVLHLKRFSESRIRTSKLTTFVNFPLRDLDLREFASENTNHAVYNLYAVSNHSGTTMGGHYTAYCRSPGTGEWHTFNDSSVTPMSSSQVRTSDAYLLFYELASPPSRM
#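 Inhibition is measured in a cell-free coupled assay with 20 nM USP2 core, 20 nM Ub-PLA2 and 20 uM NBD C6-HPC, 2.5 h incubation. Activity normalized to NEM control.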
# 4MU fluor – compound fluoresces in the 4-MU spectral region; compound autofluorescence, 340/450 nm, 4-MU equivalents; hits give high values; 59,000 tested, 11% active; AID 589; max dye-equivalent concentration, M; in the data active = max dye-equivalent concentration above about 10 nM; inconclusive = mostly about 1.1 nM to 9.6 nM
#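 Compounds in 100 mM Tris, pH 8.0, incubated 15 min at room temperature, then fluorescence read at 340 nm excitation/450 nm emission. Signal converted to 4-MU dye-equivalent concentration using an on-plate six-point 4-MU standard curve.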
# The depositor's hits bear a star; i = inactive; ? = inconclusive; / = not tested or not shown; [ ] = dose if it differs, or a comment. Unless noted, calls come from the whole dose curve; as a rule, active = well fitted curve in the direction sought with a large enough effect; inconclusive = small, poorly fitted or top-dose-only effect, or another doubt; inactive = no such curve, though single readings can be large; an effect the other way counts as inactive or inconclusive. An excerpt; rates above refer to the full screens.
SMILES,BRCT PPI green,A350 autofl,HEK293 cAMP ctrl,Fluorescein autfl,Epigenetic mod,Caspase-7 inhib,UbGFP stabilizer,Caspase-1 inhib,BRCT PPI red,USP2a inh,4MU fluor
Cc1nc2ncnn2c(C)c1CCC(=O)N1CCN(C(=O)c2ccco2)CC1,-1.6%,i,5%,i,-2%,0%,8%,0%,-1.7%,-2%,i
COc1ccc(OC)c(C2=NOC(C(=O)NCC3CCCO3)C2)c1 (stereo not drawn),-0.9%,?,18%[2.29 µM],i,6%,-1%,4%,3%,-0.6%,3%,i
O=C(NC1CCN(Cc2ccccc2)CC1)c1ccc(I)cc1,-0.4%,/,?,/,1%,-4%,0%,-1%,-1.3%,/,/
O=C(Cc1ccc(-n2c(=O)[nH]c3ccccc3c2=O)cc1)N1CCN(c2ccccc2)CC1,-0.3%,?,-12%,i,0%,2%,7%,0%,0.0%,12%,i
O=C(CCC(=O)N1CCN(C2CCCCC2)CC1)Nc1nnc(C(F)(F)F)s1,-1.8%,i,3%,?,-2%,-1%,3%,0%,-1.4%,-1%,i
CCn1c(SCC(=O)O)nnc1-c1cc2c(C)nn(-c3ccccc3)c2s1,2.3%,i,4%,i,2%,-1%,-1%,1%,-3.5%,-4%,i
CC1CCCCN1CCNC(=O)c1ccc2c(=O)n(CCc3ccccc3)c(=O)[nH]c2c1 (stereo not drawn),0.8%,?,-8%,?,4%,-1%,5%,2%,-0.4%,8%,?
COc1ccccc1NC(=O)Cn1nc(C(F)(F)F)c2c1CCCC2,-0.8%,i,20µM*,i,-2%,-1%,5%,-2%,-0.6%,-3%,i
Cc1cc(-c2ccco2)n(CC(=O)NCCCc2ccccc2)n1,-1.7%,/,4%,/,-6%,-1%,6%,-3%,0.3%,/,/
CC(C)CO/N=C1/[C@H]2O[C@@H]2[C@@H](O)[C@H]2[C@H]1CCn1c(=O)n(-c3ccccc3)c(=O)n12,-0.4%[15.4 µM],/,-5%[11.4 µM],/,/,-6%[11.5 µM],/,-2%[11.5 µM],0.0%[15.4 µM],/,/

# 4 compounds picked at random from those above, as already listed:
SMILES,BRCT PPI green,A350 autofl,HEK293 cAMP ctrl,Fluorescein autfl,Epigenetic mod,Caspase-7 inhib,UbGFP stabilizer,Caspase-1 inhib,BRCT PPI red,USP2a inh,4MU fluor
O=C(CCC(=O)N1CCN(C2CCCCC2)CC1)Nc1nnc(C(F)(F)F)s1,-1.8%,i,3%,?,-2%,-1%,3%,0%,-1.4%,-1%,i
Cc1cc(-c2ccco2)n(CC(=O)NCCCc2ccccc2)n1,-1.7%,/,4%,/,-6%,-1%,6%,-3%,0.3%,/,/
O=C(Cc1ccc(-n2c(=O)[nH]c3ccccc3c2=O)cc1)N1CCN(c2ccccc2)CC1,-0.3%,?,-12%,i,0%,2%,7%,0%,0.0%,12%,i
O=C(NC1CCN(Cc2ccccc2)CC1)c1ccc(I)cc1,-0.4%,/,?,/,1%,-4%,0%,-1%,-1.3%,/,/

# Further compounds follow.
SMILES,BRCT PPI green,A350 autofl,HEK293 cAMP ctrl,Fluorescein autfl,Epigenetic mod,Caspase-7 inhib,UbGFP stabilizer,Caspase-1 inhib,BRCT PPI red,USP2a inh,4MU fluor
COc1c(C)cc(Br)cc1C(=O)Nc1cccc(NC(=O)c2ccco2)c1,0.5%,i,15%,i,0%,1%,-4%,-1%,0.1%,26%,i
Cc1ccc(S(=O)(=O)N2CCC(C(=O)OCC(=O)N3CC(=O)Nc4ccccc43)CC2)cc1,0.7%,i,4%,?,-1%,-3%,-6%,-1%,-0.3%,40%[activator],i
O=C(CC1c2ccccc2Oc2ccccc21)N1CCN(c2ccccn2)CC1,-1.7%,/,11%,/,4%,-3%,-4%,-5%,-2.0%,14%,/
CCCCCN(CCCCC)C(=O)[C@H](CCC(=O)O)NC(=O)c1ccc(Cl)c(Cl)c1,-0.8%[34.4 µM],i,?,?,2%[20.6 µM],-1%[25.7 µM],-2%[20.5 µM],-1%[25.7 µM],-0.3%[34.4 µM],-8%[17.1 µM],i
CCOC(=O)c1cc(-c2ccc(F)cc2)n(CC(=O)Nc2nccs2)c1C,-1.9%,/,-5%,/,/,-5%,12%,-2%,-0.7%,/,/
C=CCn1c(SCc2ccccc2)nnc1-c1cccnc1,-0.3%,i,1%,i,-2%,0%,1%,-1%,0.3%,0%,i
CC1(C)CC(=O)C2=C(C1)Nc1ccccc1NC2c1ccc2c(c1)OCO2 (stereo not drawn),-3.6%,/,2%,/,0%,-2%,-3%,-1%,0.4%,-4%,/
O=C(O)/C=C1\NC(=O)c2ccccc21,-2.3%,/,3%,/,-2%,0%,7%,0%,-0.3%,0%,/
O=C(Nc1sc2c(c1C(=O)O)CCC2)c1cccs1,-0.5%,i,-12%,?,1%,-3%,2%,0%,-1.9%,-2%,i
CCOc1ccc(N(CC(=O)Nc2ccc(C)cc2)S(=O)(=O)c2c(C)noc2C)cc1,-3.1%,/,3%,/,-2%,-4%,-17%,-2%,0.4%,/,/
O=C(CN1C(=O)C2C3C=CC(C3)C2C1=O)Nc1ccc2nccnc2c1 (stereo not drawn),-1.2%,/,1%,/,/,-2%,0%,0%,-1.6%,/,/
Cc1cc(OCCNCCO)cc(C)c1Cl,-0.6%,/,-10%,/,/,0%,/,0%,-0.1%,/,/
CCOC(=O)c1c(C)[nH]c(C(=O)OC)c1CCC(=O)OC,0.8%,/,20%,/,0%,-1%,0%,3%,-2.3%,-3%,/
COc1ccccc1CNc1nc(-c2c(C)noc2C)nc2ccccc12,0.6%,i,?,i,0%[9.22 µM],-5%,-7%,-6%,1.0%,43%[activator],i
CC(C)CC1(C(=O)NCCN2CCOCC2)C=CCN1C(=O)c1ccccc1 (stereo not drawn),-1.9%,/,23%,/,/,-1%,/,-2%,-0.1%,/,/
Cn1c(=O)n(CCc2ccccc2)c(=O)c2c1nc1n2CCN1c1ccccc1,-1.6%,i,-1%,i,3%,-2%,1%,0%,1.3%,-2%,i
CCc1ccc(CCC(=O)Nc2ccc(C)c(C)c2)o1,-2.1%,i,18%,?,-3%,-1%,-5%,-1%,-2.1%,7%,i
CCN(CC)S(=O)(=O)c1ccc(C2CNC(=O)C2)cc1 (stereo not drawn),-0.4%,/,?,/,-3%,1%,-6%,0%,-0.8%,/,/
N#Cc1ccc(N2CCN(C(=O)c3cccc(F)c3)CC2)c(F)c1,-2.8%,/,0%,/,/,1%,15%,-1%,-0.3%,/,/
CNC(=O)CSc1nnc(-c2cc(C)cc(C)c2)o1,0.6%,1.7e-08M*,5%,i,1%,-2%,0%,-4%,-0.1%,4%,1.8e-08M*
N[C@](CC1c2ccccc2Oc2ccccc21)(C(=O)O)[C@@H]1C[C@@H]1C(=O)O,-4.6%,/,3%,/,-1%,2%,-3%,-1%,0.6%,/,/
NC[C@@H]1O[C@@H](O[C@H]2[C@H](O)[C@H](O[C@@H]3O[C@H](CO)[C@@H](O)[C@H](N)[C@@H]3O)[C@@H](N)C[C@H]2N)[C@H](N)C[C@@H]1O,-1.4%[34.4 µM],i,7%[25.6 µM],?,3%[20.6 µM],0%[25.7 µM],-7%[20.5 µM],-2%[25.7 µM],-0.3%[34.4 µM],9%[17.1 µM],i
COc1cc(C2c3c(-c4cc(C)cc(C)c4O)n[nH]c3C(=O)N2CCCO)cc(OC)c1OC (stereo not drawn),1.2%,i,-5%,i,3%,0%,27%,1%,-1.0%,37%[activator],i
Cc1ccccc1CS(=O)(=O)CCC(=O)NCCCN1CCOCC1,-3.2%,?,1%,i,2%,0%,-2%,-2%,-0.5%,-3%,i
Cc1cc(NC(=O)c2noc3c2CCCC3)no1,-1.7%,i,7%,i,0%,0%,-22%,0%,-1.2%,2%,i
CCCN(CCC)CCNC(=O)CS(=O)Cc1nc(-c2ccc(C)cc2)oc1C (stereo not drawn),-3.5%,i,13%,i,2%,0%,12%,-1%,-2.0%,8%,i
C=Cn1nc(C)c2ccccc2c1=O,1.4%,i,14%,i,6%,-1%,1%,2%,0.2%,1%,i
CCOC(=O)c1c(C)n(C)c2ccc(OCC(O)Cn3c(C)nc4ccccc43)cc12 (stereo not drawn),-3.2%,i,30%,i,-3%,-2%,0%,-2%,0.5%,34%[activator],i
COC(=O)C1C(=O)N2CCCSC2=C(C#N)C1c1cccs1 (stereo not drawn),0.1%,?,4%,i,3%,0%[0.00368 µM],-4%,2%,-0.1%,-5%,i
O=C(O)c1oc2ccccc2c1-n1cccc1,-0.4%,i,22%,?,0%,0%,1%,1%,-0.1%,-21%,i
CC1CCCC(C)N1C(=O)CSc1nc2ncnc(N)c2[nH]1 (stereo not drawn),-0.4%,?,-3%,i,0%,6%,0%,0%,-1.2%,-1%,i

# Screens as filed in PubChem BioAssay.
